Screening data deposited in PubChem by several laboratories.
Shn3 3UTR inh = reduces Shn3 3'UTR luciferase signal in osteoblasts. AID 588674. Clone20 osteoblast Shn3 3'UTR firefly luciferase, 24 h. inhibition, % at 12.5 µM. hit rate 0.52% among 360,000;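 active means mean inhibition of at least 75% with every replicate also reaching 75%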;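 further: 0% = median of neutral control wells and 100% = pilot-screen positive control compound; some compounds past the cut are filed as inactive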
NR5A2 inv ag = NR5A2 inverse agonism in reporter assay | O00482 | hit rate 0.13% among 360,000 | inhibition, % at 3.6 µM | AID 602396 | HEK293T StAR-luciferase reporter, LRH-1 transfected, 24 h;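 active means inhibition above the mean inhibition of all tested compounds plus 3 SD, cut at about 73% in these data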;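 further: 0% = DMSO wells and 100% = reporter-only cells lacking LRH-1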
Target sequence (O00482 whole entry, looked up): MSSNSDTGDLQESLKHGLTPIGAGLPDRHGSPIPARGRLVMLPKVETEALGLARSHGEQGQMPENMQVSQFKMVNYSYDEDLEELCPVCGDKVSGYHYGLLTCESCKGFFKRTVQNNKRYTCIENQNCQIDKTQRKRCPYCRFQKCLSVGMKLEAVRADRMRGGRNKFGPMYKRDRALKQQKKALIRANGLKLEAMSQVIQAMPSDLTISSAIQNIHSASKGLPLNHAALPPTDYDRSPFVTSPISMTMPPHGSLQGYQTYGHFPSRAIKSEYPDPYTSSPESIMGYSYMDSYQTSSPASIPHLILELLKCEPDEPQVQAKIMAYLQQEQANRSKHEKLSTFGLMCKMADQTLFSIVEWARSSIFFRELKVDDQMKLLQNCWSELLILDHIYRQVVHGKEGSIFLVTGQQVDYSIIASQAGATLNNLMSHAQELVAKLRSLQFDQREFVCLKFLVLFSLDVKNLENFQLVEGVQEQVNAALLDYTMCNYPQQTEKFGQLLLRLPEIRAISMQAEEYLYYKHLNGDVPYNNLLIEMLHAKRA
NR2F2 inh = NR2F2 (human) inhibition, primary screen; P24468; HEK293T NGFI-A luciferase reporter, luminescence; inhibition, % at 8.6 µM; hit rate 0.7% among 370,000; AID 686940;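 active means inhibition above a per-plate cutoff, mean inhibition of test wells between control levels plus 3 SD, cut at about 38% in these data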;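 further: cells cotransfected with COUP-TFII expression vector driving the NGFI-A reporter; 0% = median of COUP-TF2 test wells and 100% = reporter-only cells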
Target sequence (P24468 whole entry, looked up): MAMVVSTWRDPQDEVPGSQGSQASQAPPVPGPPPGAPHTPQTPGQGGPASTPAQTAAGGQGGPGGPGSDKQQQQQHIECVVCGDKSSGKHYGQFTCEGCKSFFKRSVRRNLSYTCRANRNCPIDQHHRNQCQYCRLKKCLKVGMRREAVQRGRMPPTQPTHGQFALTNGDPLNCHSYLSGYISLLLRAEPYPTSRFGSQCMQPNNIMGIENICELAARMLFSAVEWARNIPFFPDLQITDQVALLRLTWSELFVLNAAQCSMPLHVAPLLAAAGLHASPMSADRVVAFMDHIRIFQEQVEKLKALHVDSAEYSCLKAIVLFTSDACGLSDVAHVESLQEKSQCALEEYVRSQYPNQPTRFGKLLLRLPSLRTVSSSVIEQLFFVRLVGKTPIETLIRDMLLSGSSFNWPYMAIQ
KKLEB tox = CF airway cell cytotoxicity counter-screen; activity change (cytotoxicity), % at 5 µM; KKLEB CF airway cells viability, ATPlite luminescence, overnight; stronger effect = lower value; cells stimulated with P. aeruginosa culture filtrate; hit rate 0.36% among 360,000; AID 602141;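 active means corrected activity change at or below -50% at 5 µM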
TROY NFkB inh = inhibitors of TROY-dependent NF-kB signaling. inhibition, % at 10 µM. Q293 LMP1-TROYcd NF-kB luciferase reporter, 4 h. hit rate 0.98% among 360,000;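 active means compounds whose plate-normalised and pattern-corrected inhibition of the luciferase reporter signal at the single screening dose is 50% or more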
CF NFkB block = blocks PAF-induced NF-kB reporter in cystic fibrosis cells | inhibition, % at 5 µM | AID 588850 | KKLEB NF-kB-GFP reporter, GFP fluorescence overnight | hit rate 0.86% among 360,000;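 active means at least 50% inhibition at 5 µM, scaled per plate between neutral and stimulator controls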;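 further: PAF is a Pseudomonas aeruginosa culture filtrate used as stimulus; plate controls were PAF-stimulated DMSO wells for no effect and unstimulated DMSO wells for full effect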
NCOA3 inh = human NCOA3 inhibition; inhibition, % at 3.6 µM; HEK293 GAL4-SRC3 luciferase reporter, luminescence; hit rate 0.17% among 360,000; AID 588352;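 active means inhibition above a per-campaign cutoff, the mean of all compounds plus 3 SD, cut at about 60% in these data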;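 further: 0% = DMSO-treated cells and 100% = gossypol-treated cells at 36 µM; higher means less SRC3-driven luciferase light from the GAL4 reporter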
TRAIL sens C8 = caspase-8 TRAIL sensitization; NB7+C8 cells + TRAIL, ATPlite viability luminescence; inhibition (viability loss, TRAIL sensitization), % at 10 µM; hit rate 1% among 360,000; AID 624354;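 active means compounds causing at least 50% loss of cell viability in the single-dose screen, relative to plate controls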
LMP1 NFkB inh = Epstein-Barr LMP1 NF-kappaB reporter inhibition; hit rate 0.69% among 350,000; LMP1-induced NF-kappaB luciferase reporter cells, luminescence; inhibition, % at 12.5 µM; in the data active means inhibition above about 41%;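 further: 0% = neutral control wells and 100% = reference inhibitor control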
TWEAK-Fn14 inh = inhibitors of TWEAK-Fn14 interaction signaling | TWEAK-stimulated Fn14 reporter cells, luciferase luminescence, 8 h | inhibition, % at 10 µM | hit rate 2% among 360,000; in the data active means inhibition above about 50%
SRC1 inh = human NCOA1 inhibition; HEK293 GAL4-SRC1 luciferase reporter, luminescence; inhibition, % at 3.6 µM; hit rate 0.12% among 360,000; Q15788; AID 588354;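 active means inhibition above the campaign mean plus 3 SD, with each screening campaign given its own cutoff, cut at about 60% in these data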;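 further: 0% = DMSO treated cells and 100% = gossypol at 36 µM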
* hit, by the source's call. Some of the compounds tested; rates above refer to the full screens.

Results for O=C(CNc1cccc2ccccc12)N/N=C/C(Br)=C/c1ccccc1 ?
Shn3 3UTR inh: 90.5*; NR5A2 inv ag: -21.6; NR2F2 inh: -8.3; KKLEB tox: -5.1; TROY NFkB inh: 37.5; CF NFkB block: -2.6; NCOA3 inh: -16.5; TRAIL sens C8: -3.8; LMP1 NFkB inh: -7.3; TWEAK-Fn14 inh: 31.2; SRC1 inh: -46.8

How did CCOC(=O)c1c(-c2ccccc2)csc1/N=C/C1C(=O)CCCC1=O do in these assays?
Shn3 3UTR inh: 6.3; NR5A2 inv ag: 1.6; NR2F2 inh: 9.4; KKLEB tox: 0.4; TROY NFkB inh: 27.6; CF NFkB block: 4.9; NCOA3 inh: 16.2; TRAIL sens C8: -2.3; LMP1 NFkB inh: 3.5; TWEAK-Fn14 inh: 25.8; SRC1 inh: -1.8

What do the screens show for `CN(C)C(=O)c1cccn1-c1ncc(C(F)(F)F)cc1Cl`?
Shn3 3UTR inh: -5.8; NR5A2 inv ag: -1.1; NR2F2 inh: -1.9; KKLEB tox: 5.0; TROY NFkB inh: -7.0; CF NFkB block: 8.4; NCOA3 inh: 4.5; TRAIL sens C8: -2.9; LMP1 NFkB inh: -4.9; TWEAK-Fn14 inh: -0.6; SRC1 inh: -13.0

How did CCN(C(=O)COC(=O)C1CCC(C(C)(C)C)CC1)c1c(N)n(Cc2ccccc2)c(=O)[nH]c1=O (stereo unspecified) do in these assays?
Shn3 3UTR inh: 51.8; NR5A2 inv ag: 13.5; NR2F2 inh: 6.8; KKLEB tox: 5.4; TROY NFkB inh: -12.4; CF NFkB block: -42.8; NCOA3 inh: 6.6; TRAIL sens C8: 2.8; LMP1 NFkB inh: 5.5; TWEAK-Fn14 inh: 3.9; SRC1 inh: -9.8

What do the screens show for `C=CCC[C@@H](Cc1ccc(F)cc1)C(=O)O[C@H](CNC(=O)[C@H](CC=C)CC(=O)N(CCO)Cc1ccccc1)c1ccccc1`?
Shn3 3UTR inh: 50.8; NR5A2 inv ag: 13.6; NR2F2 inh: 15.7; KKLEB tox: -12.0; TROY NFkB inh: 46.6; CF NFkB block: 21.0; NCOA3 inh: -10.3; TRAIL sens C8: 25.0; LMP1 NFkB inh: 5.2; TWEAK-Fn14 inh: 36.5; SRC1 inh: -0.3

Results for CC(=O)N1CCc2cc(S(=O)(=O)CCC(=O)NCc3ccco3)ccc21 ?
Shn3 3UTR inh: 4.6; NR5A2 inv ag: -0.9; NR2F2 inh: 1.8; KKLEB tox: -17.3; TROY NFkB inh: -74.1; CF NFkB block: 15.7; NCOA3 inh: 0.7; TRAIL sens C8: -2.0; LMP1 NFkB inh: 6.4; TWEAK-Fn14 inh: -11.2; SRC1 inh: -9.4

Results for COCC1OS(=O)(=O)NC(CC(=O)SC(C)(C)C)C1C (stereo unspecified) ?
Shn3 3UTR inh: -6.3; NR5A2 inv ag: -3.5; NR2F2 inh: 5.4; KKLEB tox: -13.4; TROY NFkB inh: -3.4; CF NFkB block: 13.9; NCOA3 inh: 0.2; TRAIL sens C8: 24.3; LMP1 NFkB inh: -0.6; TWEAK-Fn14 inh: 9.8; SRC1 inh: -3.6

Results for CCn1ncc(Br)c1C(=O)Nc1ccc(OC(F)(F)F)cc1 ?
Shn3 3UTR inh: -18.8; NR5A2 inv ag: -6.2; NR2F2 inh: 17.0; KKLEB tox: 3.7; TROY NFkB inh: 5.2; CF NFkB block: -21.3; NCOA3 inh: 3.6; TRAIL sens C8: -2.7; LMP1 NFkB inh: -0.4; TWEAK-Fn14 inh: 30.0; SRC1 inh: 7.5

How did CN(C)CCCN(CCCNC(=O)/C=N/O)Cc1ccccc1 do in these assays?
Shn3 3UTR inh: -2.8; NR5A2 inv ag: 3.1; NR2F2 inh: -8.3; KKLEB tox: 12.7; TROY NFkB inh: -12.0; CF NFkB block: -7.1; NCOA3 inh: -3.2; TRAIL sens C8: -2.2; LMP1 NFkB inh: 3.3; TWEAK-Fn14 inh: 12.4; SRC1 inh: -5.9

Results for Cc1cc(C)cc(NC(=O)CCn2cnc3cc(C)c(C)cc32)c1 ?
Shn3 3UTR inh: 1.4; NR5A2 inv ag: -6.7; NR2F2 inh: 2.7; KKLEB tox: 7.2; TROY NFkB inh: -26.1; CF NFkB block: 7.1; NCOA3 inh: 14.6; TRAIL sens C8: 2.3; LMP1 NFkB inh: 3.6; TWEAK-Fn14 inh: -28.9; SRC1 inh: 9.8

How did CSc1nc2c([nH]1)c(=S)n(C)c(=O)n2C do in these assays?
Shn3 3UTR inh: 7.4; NR5A2 inv ag: -8.6; NR2F2 inh: -8.1; KKLEB tox: 3.9; TROY NFkB inh: -9.3; CF NFkB block: -1.1; NCOA3 inh: 15.4; TRAIL sens C8: -17.3; LMP1 NFkB inh: 3.2; TWEAK-Fn14 inh: 9.2; SRC1 inh: -4.0

How did NC(=O)C1(N2CCCCC2)CCN(C(=S)NC2CCCC2)CC1 do in these assays?
Shn3 3UTR inh: 10.9; NR5A2 inv ag: -1.6; NR2F2 inh: -6.8; KKLEB tox: -0.9; TROY NFkB inh: 11.6; CF NFkB block: 15.2; NCOA3 inh: 8.6; TRAIL sens C8: 13.9; LMP1 NFkB inh: -18.9; TWEAK-Fn14 inh: 11.1; SRC1 inh: 6.6

Results for COc1cc(OC)cc(-c2c(-c3ccc(C(C)=O)cc3)c3cc(-c4cccc5[nH]ccc45)ccc3n2C)c1 ?
Shn3 3UTR inh: 7.8; NR5A2 inv ag: -32.6; NR2F2 inh: -2.2; KKLEB tox: -7.2; TROY NFkB inh: 12.1; CF NFkB block: 30.4; NCOA3 inh: 21.4; TRAIL sens C8: -2.1; LMP1 NFkB inh: -4.4; TWEAK-Fn14 inh: 7.4; SRC1 inh: -6.5

How did COc1ccc(Cl)cc1NS(=O)(=O)c1cccc(C(=O)N2CC(C)OC(C)C2)c1 (stereo unspecified) do in these assays?
Shn3 3UTR inh: -16.4; NR5A2 inv ag: -22.8; NR2F2 inh: 8.8; KKLEB tox: -5.0; TROY NFkB inh: -10.5; CF NFkB block: 0.9; NCOA3 inh: 6.3; TRAIL sens C8: -9.5; LMP1 NFkB inh: -2.9; TWEAK-Fn14 inh: -0.3; SRC1 inh: 0.6

What do the screens show for `CNC(=O)NC(=O)CN1C(=O)NC2(CCOc3ccccc32)C1=O` (stereo unspecified)?
Shn3 3UTR inh: -2.9; NR5A2 inv ag: 6.6; NR2F2 inh: -25.0; KKLEB tox: 4.0; TROY NFkB inh: -22.0; CF NFkB block: -1.0; NCOA3 inh: 5.4; TRAIL sens C8: -2.9; LMP1 NFkB inh: 4.8; TWEAK-Fn14 inh: 8.8; SRC1 inh: 2.1

Reprinted at random: two entries already listed
Results for Cc1cc(C)cc(NC(=O)CCn2cnc3cc(C)c(C)cc32)c1 ?
Shn3 3UTR inh: 1.4; NR5A2 inv ag: -6.7; NR2F2 inh: 2.7; KKLEB tox: 7.2; TROY NFkB inh: -26.1; CF NFkB block: 7.1; NCOA3 inh: 14.6; TRAIL sens C8: 2.3; LMP1 NFkB inh: 3.6; TWEAK-Fn14 inh: -28.9; SRC1 inh: 9.8

How did CN(C)CCCN(CCCNC(=O)/C=N/O)Cc1ccccc1 do in these assays?
Shn3 3UTR inh: -2.8; NR5A2 inv ag: 3.1; NR2F2 inh: -8.3; KKLEB tox: 12.7; TROY NFkB inh: -12.0; CF NFkB block: -7.1; NCOA3 inh: -3.2; TRAIL sens C8: -2.2; LMP1 NFkB inh: 3.3; TWEAK-Fn14 inh: 12.4; SRC1 inh: -5.9

Next compounds.
How did O=C(c1ccccc1)c1cnc2ccc(Cl)cc2c1N1CCOCC1 do in these assays?
Shn3 3UTR inh: -10.2; NR5A2 inv ag: -28.4; NR2F2 inh: -13.6; KKLEB tox: -7.3; TROY NFkB inh: 2.5; CF NFkB block: -1.6; NCOA3 inh: 1.6; TRAIL sens C8: -2.8; LMP1 NFkB inh: 5.2; TWEAK-Fn14 inh: -12.5; SRC1 inh: -7.2

Results for COc1ccc(C(=O)N2CCC(CCC(=O)Nc3cccc(C)c3)CC2)cc1 ?
Shn3 3UTR inh: -9.1; NR5A2 inv ag: -6.3; NR2F2 inh: 3.4; KKLEB tox: 2.7; TROY NFkB inh: -30.0; CF NFkB block: -6.3; NCOA3 inh: -5.2; TRAIL sens C8: -13.9; LMP1 NFkB inh: 3.1; TWEAK-Fn14 inh: -1.2; SRC1 inh: -7.6

What do the screens show for `CCOCCCn1c(SC(C)C(=O)NCC2CCCO2)nc2sc(C)c(C)c2c1=O` (stereo unspecified)?
Shn3 3UTR inh: -11.2; NR5A2 inv ag: 16.8; NR2F2 inh: -20.9; KKLEB tox: -3.6; TROY NFkB inh: 1.3; CF NFkB block: -0.6; NCOA3 inh: 3.7; TRAIL sens C8: 5.3; LMP1 NFkB inh: 1.9; TWEAK-Fn14 inh: -3.6; SRC1 inh: -5.3

What do the screens show for `COc1ccc(OC)c(NC(=O)Cc2coc3ccc(C)cc23)c1`?
Shn3 3UTR inh: -4.9; NR5A2 inv ag: 1.0; NR2F2 inh: 5.1; KKLEB tox: -8.7; TROY NFkB inh: 6.8; CF NFkB block: -4.9; NCOA3 inh: -0.7; TRAIL sens C8: -6.9; LMP1 NFkB inh: 3.0; TWEAK-Fn14 inh: 3.7; SRC1 inh: -9.9

What do the screens show for `COc1ccc(OC)c(NC(=O)CN(C)S(=O)(=O)c2ccc(Cl)cc2)c1`?
Shn3 3UTR inh: 17.7; NR5A2 inv ag: -30.2; NR2F2 inh: 5.5; KKLEB tox: 2.7; TROY NFkB inh: 3.0; CF NFkB block: 11.4; NCOA3 inh: 5.8; TRAIL sens C8: -4.3; LMP1 NFkB inh: 8.1; TWEAK-Fn14 inh: -1.0; SRC1 inh: 1.8

How did CCCCC1CCC(/C(N)=N/O)CC1 (stereo unspecified) do in these assays?
Shn3 3UTR inh: 1.8; NR5A2 inv ag: -1.6; NR2F2 inh: 4.8; KKLEB tox: 6.4; TROY NFkB inh: -19.5; CF NFkB block: 0.1; NCOA3 inh: 17.8; TRAIL sens C8: 7.3; LMP1 NFkB inh: 10.0; TWEAK-Fn14 inh: -24.7; SRC1 inh: 10.9

Results for Cc1cccc(OCC(=O)OCC(=O)Nc2sccc2C(N)=O)c1 ?
Shn3 3UTR inh: -1.7; NR5A2 inv ag: -2.8; NR2F2 inh: -17.7; KKLEB tox: -17.4; TROY NFkB inh: 8.2; CF NFkB block: -1.8; NCOA3 inh: 0.7; TRAIL sens C8: 5.7; LMP1 NFkB inh: -7.7; TWEAK-Fn14 inh: -4.5; SRC1 inh: -26.1

What do the screens show for `COc1cccc(CNC(=O)c2n[nH]c3ccccc23)c1`?
Shn3 3UTR inh: -26.1; NR5A2 inv ag: -39.1; NR2F2 inh: -5.7; KKLEB tox: -7.8; TROY NFkB inh: -45.1; CF NFkB block: -15.5; NCOA3 inh: -20.2; TRAIL sens C8: 14.7; LMP1 NFkB inh: -7.3; TWEAK-Fn14 inh: -7.2; SRC1 inh: -24.4

What do the screens show for `Cc1cc(NC(=O)c2cc(-c3ccncc3)nc3ccccc23)ccc1Br`?
Shn3 3UTR inh: 23.8; NR5A2 inv ag: -6.0; NR2F2 inh: 22.1; KKLEB tox: 4.1; TROY NFkB inh: 1.6; CF NFkB block: -4.8; NCOA3 inh: -17.8; TRAIL sens C8: 28.0; LMP1 NFkB inh: -28.2; TWEAK-Fn14 inh: 0.2; SRC1 inh: -15.7
